M. tuberculosis GlmU = inhibition of mycobacterial GlmU enzyme – biochemical, glucosamine-1-phosphate acetyltransferase (AID 1376); inhibition, %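 (tested at 30 µM in the primary screen)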; hits with a dose series show IC50 in µM; M. tuberculosis GlmU acetyltransferase enzyme assay; higher % means a stronger effect; 220,000 tested, 0.25% active; in the data active = inhibition above about 13%; inconclusive = no clear call, values can overlap the other calls;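 note: 0% = complete reaction with vehicle and 100% = reaction without substrate; strong numbers were not always called active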
Mtb RmlCD inh = inhibitors of Mycobacterium tuberculosis RmlC and RmlD coupled enzymes | P9WH09+P9WH11 | RmlC+RmlD coupled enzyme assay, percent inhibition; primary screen in compound mixtures | inhibition, % at 3.6 µM | 160,000 tested, 0.03% active; in the data active = inhibition mostly above about 34%, no sharp cut-off; inconclusive = no clear call, values can overlap the other calls; inactive = mostly below about 22%; note: some results filed as inactive read as strong as hits
Target sequence (P9WH09 whole entry, looked up): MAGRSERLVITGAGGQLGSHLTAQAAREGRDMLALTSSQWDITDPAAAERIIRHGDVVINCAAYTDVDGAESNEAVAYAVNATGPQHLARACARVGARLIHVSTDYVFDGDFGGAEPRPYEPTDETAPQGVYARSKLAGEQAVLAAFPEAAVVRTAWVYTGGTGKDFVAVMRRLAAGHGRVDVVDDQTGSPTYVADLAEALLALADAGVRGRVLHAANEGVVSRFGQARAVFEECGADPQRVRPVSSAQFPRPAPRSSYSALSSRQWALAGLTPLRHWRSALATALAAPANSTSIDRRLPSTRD
Target sequence (P9WH11 whole entry, looked up): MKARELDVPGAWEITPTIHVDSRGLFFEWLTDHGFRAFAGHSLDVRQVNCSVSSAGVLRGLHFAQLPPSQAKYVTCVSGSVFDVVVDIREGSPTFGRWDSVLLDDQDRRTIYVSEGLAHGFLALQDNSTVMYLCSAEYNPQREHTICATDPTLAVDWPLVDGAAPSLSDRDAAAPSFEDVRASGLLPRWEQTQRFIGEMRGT
* = called active by the depositor; ? = inconclusive; / = not tested or not shown.

Preview (two entries):
| canonical_smiles | Mtb RmlCD inh | M. tuberculosis GlmU |
| --- | --- | --- |
| CCOC(=O)/C(C#N)=C/N=c1ccc(C)cn1C | 16 | 4.0% |
| COc1ccc(C2C(C#N)=C(N)Oc3cc4c(cc32)OCO4)cc1 (stereo not drawn) | / | -3.3% |

Results (from the top)
| canonical_smiles | Mtb RmlCD inh | M. tuberculosis GlmU |
| --- | --- | --- |
| CCOC(=O)/C(C#N)=C/N=c1ccc(C)cn1C | 16 | 4.0% |
| COc1ccc(C2C(C#N)=C(N)Oc3cc4c(cc32)OCO4)cc1 (stereo not drawn) | / | -3.3% |
| CSc1ccccc1C(=O)N1CCN(c2cccc(Cl)c2)CC1 | -11 | 1.8% |
| O=c1cc(N2CCN(c3ccccc3Cl)CC2)[nH]c(=O)n1Cc1ccc(F)cc1 | 7 | 0.4% |
| Cn1c(/N=C/c2c[nH]c3ccccc23)nc2ccccc21 | / | -6.8% |
| O=C(O)c1cc(Oc2ccc(C(F)(F)F)cc2Cl)ccc1[N+](=O)[O-] | / | 2.8% |
| C#CCNC(=O)C1=C[C@@H](c2coc3ccccc3c2=O)[C@H](CCCO)[C@@H](OCC)O1 | / | 2.2% |
| CN(C(=O)COC(=O)COc1ccccc1F)C1CCS(=O)(=O)C1 (stereo not drawn) | / | 1.5% |
| COc1ccc2c(C)cc(SCC(=O)Nc3c(C)n(C)n(-c4ccccc4)c3=O)nc2c1 | / | 2.9% |
| O=C(Nc1cnn(Cc2ccc(Cl)cc2)c1)c1ccc([N+](=O)[O-])cc1 | / | 2.6% |
| COc1ccc(OC)c(-n2nnnc2SCC(=O)Nc2nc(C)c(C)s2)c1 | / | -3.5% |
| Cc1ccc2nc(N/C(=N/S(=O)(=O)c3ccc(F)cc3F)c3ccccc3)sc2c1 | -3 | -2.7% |
| Cc1ccc(-c2nnc3ccc(SCC(=O)N4CCc5ccccc54)nn23)cc1 | 5 | -7.2% |
| Cc1cccc(N2CSC3=C(C#N)C(c4ccc(C)o4)CC(=O)N3C2)c1 (stereo not drawn) | 4 | 6.7% |
| CCCCCc1c(C)nc(N2CCc3ccccc3C2)[nH]c1=O | 10 | 5.0% |
| O=C(NCCc1cccs1)C1CC(c2c(Cl)cccc2Cl)=NO1 (stereo not drawn) | 18 | 2.1% |
| CN1CCN(c2ccc([N+](=O)[O-])cc2NC(=O)c2ccccc2Cl)CC1 | / | 5.1% |
| COCC(=O)NNC(=O)c1ccc(OC)cc1 | 5 | -0.3% |
| Cc1ccc(-c2nc3cc(NC(=O)C(C)C)ccc3o2)cc1 | 17 | -3.9% |
| O=c1cc(COc2ncnc3c(Cl)cc(Cl)cc23)nc2sccn12 | -5 | 2.3% |
| O=C(Nc1ccccc1Cl)C1CC(=O)n2c(nc3ccccc32)N1 (stereo not drawn) | / | 3.1% |
| O=C(/C=C/c1ccc([N+](=O)[O-])cc1)OCc1cnc(-c2ccccc2)o1 | -3 | 8.5% |
| Nc1cc(=O)[nH]c(SCC(=O)Nc2cc([N+](=O)[O-])ccc2Cl)n1 | -9 | -4.1% |
| O=C1CCCc2ccccc2N1 | -4 | -2.1% |
| O=C(COC(=O)CCSc1ccccc1)NCc1ccccc1Cl | 2 | -1.4% |
| COC(=O)c1cc(OC)c(OC)cc1NC(=S)N1CCCC1 | 0 | -0.6% |
| COc1nc(OC)nc(N2CCC(C(=O)NCc3ccco3)CC2)n1 | / | -0.6% |
| N#C/C(=C/c1ccc(F)cc1)c1nc(CCN2C(=O)c3ccccc3C2=O)cs1 | 5 | 3.0% |
| COc1cccc(NC(=O)Nc2ccc(C(C)(C)C)cc2)c1 | -7 | -1.8% |
| Cc1ccc(-c2nnc(C)c(N3CC(C)OC(C)C3)n2)cc1 (stereo not drawn) | / | 2.5% |
| CCC(C)n1c(SCC(=O)Nc2cc(C)on2)nc2ccccc2c1=O (stereo not drawn) | / | 0.6% |
| COC(=O)c1sccc1S(=O)(=O)Nc1ccc(N2CCCCC2)cc1 | -4 | -0.6% |
| CCOC(=O)C1CCN(C(=S)Nc2cc(OC)c(OC)cc2C(=O)OC)CC1 | / | -4.8% |
| Cc1cc(-n2nc(C)cc2C)n2nc(C)c(-c3ccccc3)c2n1 | -2 | 2.5% |
| COc1ccc(NC(=O)C(c2cc3c(cc2[N+](=O)[O-])OCO3)N(C)Cc2ccccc2)cc1 (stereo not drawn) | 3 | 3.7% |
| CSc1ccc(/C=C/c2ccc3cccc(O)c3n2)cc1 | -3 | -6.7% |
| Nc1n[nH]c2c1C1(CCCC1)Cc1ccccc1-2 | 3 | 2.4% |
| COc1ccc(OCCC(=O)NC2=NCCS2)cc1 | -11 | 1.0% |
| COc1ccc(-n2c(Cn3c(=O)sc4ccccc43)nnc2SCC(=O)N2CCOCC2)cc1 | -2 | 3.2% |
| CCCc1noc2c1/C(=N\O)CCC2 | / | 4.4% |
| CC1CCN(c2c([N+](=O)[O-])c(=O)n(-c3ccccc3)c3ccccc23)CC1 | / | -1.4% |
| CCn1c(=O)c(C(=O)Nn2c(C)nc3ccccc3c2=O)c(O)c2ccccc21 | -10 | 1.8% |
| COc1cc(C2CC(=O)c3cnc(N4CCN(Cc5ccccc5)CC4)nc3C2)cc(OC)c1OC (stereo not drawn) | 8 | 5.2% |
| COC(=O)c1ccc(CN2CCCCC2)cc1 | / | 7.0% |
| CCOC(=O)N1CCC(NC(=O)C2=CCN(S(=O)(=O)c3ccccc3)CC2)CC1 | -2 | 0.1% |
| CC(=O)c1ccc(OCC(O)COc2ccc(C(C)=O)cc2)cc1 | -2 | 2.1% |
| COc1ccc(CC(=O)Nc2c3c(nn2C(C)(C)C)CS(=O)C3)cc1 (stereo not drawn) | -8 | -5.5% |
| CCC(C)C(NC(=O)C1CCC(C)CC1)C(=O)Nc1ccc(OC)cc1OC (stereo not drawn) | 0 | 5.9% |
| C/C(CCc1ccc2c(c1)OCO2)=N\NC(=S)NC(C)C | -10 | 0.7% |
| CC(C)(Oc1ccc(Cl)cc1)C(=O)OCC(=O)Nc1ncc(Cl)cc1Cl | / | -2.7% |
| CCOC(=O)C[C@H]1c2cc(F)ccc2S(=O)(=O)N1c1cccc(OC)c1 | / | -3.7% |
| O=C(/C=C/c1ccc(Cl)cc1)NCc1ccncc1 | 1 | -2.2% |
| Cc1cccc(C)c1OCC(=O)Nc1ccccc1C(F)(F)F | 7 | 1.0% |
| CC(C)(C)n1nnnc1C(c1cccnc1)N(Cc1ccccc1)Cc1ccco1 (stereo not drawn) | -3 | / |
| Cc1ccc(NC(=O)CCn2cnc3ccccc3c2=O)cc1 | 22 | -3.5% |
| O=C(O)CCC(=O)Nc1cccc2cccnc12 | -7 | 1.1% |
| CCOC(=O)c1cc(C)nc(Sc2ccc(C)cc2)c1C#N | 30 | 2.0% |
| O=C(Nc1ccn(Cc2c(F)c(F)c(F)c(F)c2F)n1)c1ccc(COc2ccccc2Cl)cc1 | 16 | -1.6% |
| O=C(Nc1ccc(N2CCN(c3ccccc3)CC2)c(F)c1)C1CC1 | -10 | -0.3% |
| OCCC1CN(Cc2cccn2-c2ccccn2)CCN1Cc1ccccc1 (stereo not drawn) | 4 | 1.1% |

Gathered by group: the entries above with a CF3 group.
| canonical_smiles | Mtb RmlCD inh | M. tuberculosis GlmU |
| --- | --- | --- |
| O=C(O)c1cc(Oc2ccc(C(F)(F)F)cc2Cl)ccc1[N+](=O)[O-] | / | 2.8% |
| Cc1cccc(C)c1OCC(=O)Nc1ccccc1C(F)(F)F | 7 | 1.0% |

The list goes on.
| canonical_smiles | Mtb RmlCD inh | M. tuberculosis GlmU |
| --- | --- | --- |
| Cc1ccc2oc(=O)n(CCCOc3ccccc3C)c2c1 | -11 | -0.2% |
| Cc1cc(C(F)F)n2ncc(C(=O)N3CCCCC3)c2n1 | / | 7.8% |
| COc1cc(OC)cc(C(=O)Nc2ccc(S(=O)(=O)N(C)C)cc2)c1 | / | -4.2% |
| CC1CN(S(=O)(=O)c2ccc(C(=O)NCCCn3ccnc3)cc2)CC(C)O1 (stereo not drawn) | -8 | -3.1% |
| Cc1c(NC(=O)C(C)OC(=O)c2cc(Cl)nc(Cl)c2)c(=O)n(-c2ccccc2)n1C (stereo not drawn) | / | 2.9% |
| O=C(CSc1nnc(COc2ccc(Br)cc2)o1)N1CCOCC1 | -14 | 0.3% |
| Cc1cc(C)c(C)c(S(=O)(=O)Nc2ccccc2C(=O)O)c1C | -12 | -0.9% |
| Cc1c(Cl)c([N+](=O)[O-])nn1CCCC(=O)O | -6 | -1.3% |
| Cc1ccc2nc(SCC(=O)c3ccc(O)cc3O)[nH]c2c1 | / | 0.2% |
| C/C(=N\Nc1ccc(C(=O)O)cc1)c1ccc(Br)cc1 | 7 | 1.1% |
| O=C(COc1cccc2c1CCN(Cc1ccc(Br)cc1)C2=O)N1CCOCC1 | / | -1.2% |
| CCOC(=O)N1CCN(C(=O)COc2ccc3c(c2)C(=O)CC(C)(C)O3)CC1 | -11 | -0.2% |
| N#CC1=C(N)NC(SCc2ccc(Cl)cc2)=C(C#N)C12CCCCC2 | ? | 2.2% |
| COc1ccc(NC(=S)N(Cc2ccccn2)Cc2ccccc2Cl)cc1 | 6 | 0.4% |
| CN1CCN(NC(=O)c2ccc(Cl)c([N+](=O)[O-])c2)CC1 | -2 | -5.0% |
| NS(=O)(=O)c1ccc(CCNC(=O)CSc2nc3ccsc3c(=O)n2CCCCC(=O)O)cc1 | 0 | 3.6% |
| Cc1ccc(S(=O)(=O)N2CCCC2)cc1S(=O)(=O)N1CCCC1 | / | 2.3% |
| CCOc1ccccc1NC(=O)Cn1c(=O)c2ccccc2n(CC)c1=O | / | 0.0% |
| O=C(c1ccc([N+](=O)[O-])s1)N1CCN(c2ccccc2)CC1 | 33 | 0.0% |
| CC(=O)Nc1nc2ccccc2n1Cc1ccc(C)cc1 | 3 | -0.5% |
| Cc1cc(C)c(NC(=O)CN(C2CCCCC2)C2CCCCC2)c(C)c1 | / | 1.9% |
| COC(=O)c1ccc(C)c(-n2c(C)cc(C=O)c2C)c1 | / | 1.6% |
| Cc1[nH]n(-c2ccccc2)c(=O)c1C(c1ccccc1C(=O)O)c1c(C)[nH]n(-c2ccccc2)c1=O | 7 | 0.5% |
| Cc1nc(N2CCOCC2)c(C#N)c2c1COC(C)(C)C2 | / | 0.2% |
| COC(c1ccccc1)c1nnc(CCC(=O)NCCCc2ccccc2)o1 (stereo not drawn) | / | -2.2% |
| CCn1c(C)nc2cc(S(=O)(=O)N3CCCCC3)ccc21 | / | -5.2% |
| CC(c1ccc(Br)cc1)N1CC23C=CC(O2)C(C(=O)O)C3C1=O (stereo not drawn) | -7 | -0.3% |
| Cc1cc(NC(=O)COC(=O)CSCc2ccc(Cl)c(Cl)c2)no1 | -16 | -0.3% |
| CN1CCN(S(=O)(=O)c2ccc(N(C)Cc3cccs3)nc2)CC1 | 1 | 2.2% |
| CCCCCCCCC(=O)NC(NC(=S)N1CCOCC1)C(Cl)(Cl)Cl (stereo not drawn) | / | 1.9% |
| O=C1C2CCCN2C(=O)N1CCN1CCN(CCO)CC1 (stereo not drawn) | -8 | 2.1% |
| CC(C)COCC(CN(Cc1ccccc1)c1ccccc1)N1CCCC1 (stereo not drawn) | -2 | 1.1% |
| Cc1ccc2cc(C(c3nnnn3C3CCCC3)N3CCOCC3)c(=O)[nH]c2c1C (stereo not drawn) | -5 | 0.6% |
| Cc1ccc(NC(=O)CS(=O)Cc2nc(-c3ccc(C)cc3)oc2C)cc1 (stereo not drawn) | -6 | -0.2% |
| COc1cccc(Cn2cnc3c(NS(=O)(=O)c4cc(Cl)ccc4Cl)c(C)c(C)cc32)c1 | / | 3.1% |
| COc1cccc2c1OC1(C)CC2NC(=O)N1 (stereo not drawn) | / | 7.2% |
| CCOC(=O)Cc1csc(NC(=O)COc2ccccc2OCC)n1 | 16 | -1.4% |
| Cc1ccn2c(CNC(C)CCn3cccn3)c(C(=O)N3CCCCCC3)nc2c1 (stereo not drawn) | / | 1.5% |
| CCOC(=O)c1snc2c(=O)[nH]cnc12 | -5 | 8.5% |
| CCn1ncc(Br)c1C(=O)Nc1ccn(C23CC4CC(CC(C4)C2)C3)n1 | 7 | -4.1% |
| COc1ccc(OC)c(/C=N/NC(=O)c2[nH]nc3c2CCc2ccccc2-3)c1 | 7 | 1.7% |
| COC(=O)c1ccc(CSc2ccc3nnc(-c4cccc(F)c4)n3n2)o1 | 4 | 0.0% |
| CC(NC(=O)c1ccc(CS(=O)(=O)Cc2ccccc2F)o1)c1ccc2c(c1)OCCO2 (stereo not drawn) | / | -5.9% |
| O=C1NC(=O)C2(Cc3c(nc4ccccn4c3=O)N3CCCCCC32)C(=O)N1Cc1ccccc1 (stereo not drawn) | 7 | 4.6% |
| CCC(c1nnnn1Cc1cccs1)N1CCN(C(=O)c2ccco2)CC1 (stereo not drawn) | 1 | -4.7% |
| CCOC(=O)Cn1cc([N+](=O)[O-])c(OC)n1 | 4 | -4.9% |
| CCOC(=O)N1CCN(c2c(NCCCN(CC)Cc3ccccc3)c(=O)c2=O)CC1 | / | 5.5% |
| CC1CC(C)CN(CCCSc2ccccc2)C1 (stereo not drawn) | 1 | -1.1% |
| C=CCNC(=S)Nc1ccc(C)cc1[N+](=O)[O-] | / | 3.3% |
| CCc1noc(C)c1C(=O)N1CCCC1 | -3 | 0.2% |
| CC(=O)Oc1ccc2nc(CN3C(=O)c4ccc([N+](=O)[O-])cc4C3=O)oc(=O)c2c1 | 8 | -5.3% |

Single records, from the list above.
Record of O=C1NC(=O)C2(Cc3c(nc4ccccn4c3=O)N3CCCCCC32)C(=O)N1Cc1ccccc1 (stereo not drawn) : Mtb RmlCD inh = 7; M. tuberculosis GlmU = 4.6%
Record of CC(C)(Oc1ccc(Cl)cc1)C(=O)OCC(=O)Nc1ncc(Cl)cc1Cl : Mtb RmlCD inh = /; M. tuberculosis GlmU = -2.7%
Record of O=C(COc1cccc2c1CCN(Cc1ccc(Br)cc1)C2=O)N1CCOCC1 : Mtb RmlCD inh = /; M. tuberculosis GlmU = -1.2%

This is a subset; the hit share may differ from the screen's.
